# Screening data from PubChem BioAssay.
# TRPN1 ag = zebrafish TRPN1 channel agonists, primary screen, cell-based, HEK293, calcium fluorescence | transient receptor potential cation channel N1 (TRPN1/NompC), Danio rerio | HEK293 zebrafish TRPN1-YFP, Fluo-8 calcium fluorescence; 100% = response to 87 µM carbachol | activation, % at 3 µM | actives 0.18% (n = 220,000) | AID 1424, 2008;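 active means activation above its plate's cutoff, the mean activation of test wells on that plate plus 3 SD, cut at about 19% in these data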;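 further: 0% = DMSO alone and 100% = 87 µM carbachol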
#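 System: zebrafish TRPN1-YFP in HEK293 cells / Dosing: 3 µM single point / Timing: dye loading 1 h at 37 °C, then 30 min room temperature / Signal: Fluo-8 calcium fluorescence, excitation 470-495 nm, emission 515-575 nm / Read-out basis: percent activation from peak over basal fluorescence ratio, control-normalized / Control set: high carbachol 87 µM, low DMSO alone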
# TRPML3 agonist = human TRPML3 channel agonists, primary screen, cell-based, HEK293 TRPML3-YFP, Fluo-8 calcium fluorescence, 3 µM. actives 0.29% (n = 220,000). 100% = the carbachol control signal. activation, % at 3 µM. Mucolipin-3 (Homo sapiens), Q8TDD5;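 active means activation above its plate's cutoff, the mean activation of the plate's test wells plus 3 SD, cut at about 12% in these data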;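 further: 0% = DMSO only wells and 100% = carbachol wells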
# Target sequence (Q8TDD5 whole entry, looked up): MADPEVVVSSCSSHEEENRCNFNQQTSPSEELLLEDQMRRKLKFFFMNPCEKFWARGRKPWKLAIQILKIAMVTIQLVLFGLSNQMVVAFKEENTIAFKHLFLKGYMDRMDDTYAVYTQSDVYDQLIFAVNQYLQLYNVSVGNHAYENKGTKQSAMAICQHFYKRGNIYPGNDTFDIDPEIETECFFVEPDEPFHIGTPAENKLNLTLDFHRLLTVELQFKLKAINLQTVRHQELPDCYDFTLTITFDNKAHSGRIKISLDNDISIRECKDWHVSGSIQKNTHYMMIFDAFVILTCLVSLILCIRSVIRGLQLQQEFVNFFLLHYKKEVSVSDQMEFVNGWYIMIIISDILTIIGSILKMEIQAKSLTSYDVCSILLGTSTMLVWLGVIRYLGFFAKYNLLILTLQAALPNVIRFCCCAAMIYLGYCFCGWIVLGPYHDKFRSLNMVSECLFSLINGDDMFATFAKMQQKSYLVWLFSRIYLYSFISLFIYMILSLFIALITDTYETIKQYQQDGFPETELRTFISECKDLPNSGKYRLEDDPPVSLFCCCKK
#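 Material: HEK293 cells stably carrying human TRPML3-YFP; compound dosing: single dose, 3 µM final nominal compound, 0.3% DMSO final; incubation: 1-h 37 °C dye load, 5-s basal, 120-s post-compound reads; technique: Fluo-8 intracellular calcium fluorescence, excitation 470-495 nm, emission 515-575 nm; read-out basis: percent activation from peak-to-basal fluorescence ratio, scaled between DMSO and carbachol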
# CHOP inh = inhibitors of CHOP promoter induction, primary screen, cell-based, unfolded protein response, luciferase reporter; CHO-K1 CHOP-promoter luciferase, tunicamycin-induced, 15-18 h; inhibition, % at 10 µM; actives 3.8% (n = 220,000);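 active means compounds that reduced the stress-induced luciferase reporter signal by more than about 70% of percent inhibition, limit read from the data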;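 further: 0% = tunicamycin plus vehicle and 100% = wells without tunicamycin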
# PPC-1+TRAIL kill = compounds killing PPC-1 cancer cells with TRAIL present, primary screen, TRAIL potentiator project, ATPLite luminescence, uHTS; actives 0.41% (n = 220,000); PPC-1 cells + TRAIL, ATPLite viability luminescence; cell killing (% activity), % at 4 µM;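 active means cell killing above 50% in the first pass at 4 µM, then a duplicate retest at 5 µM averaging 50% or more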;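 further: plate controls were cells with TRAIL plus DMSO for no effect and medium-only wells lacking cells for full effect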
# NPY-Y1 antag = NPY-Y1 receptor antagonists, primary screen, cell-based | HEK293-CNG Y1 cells, membrane potential fluorescence; NPY at EC95, then isoproterenol | actives 1% (n = 200,000) | inhibition, % at 3.6 µM;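 active means inhibition above the campaign mean inhibition of all tested compounds plus 3 SD, cut at about 20% in these data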;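 further: 0% = DMSO wells given NPY plus isoproterenol and 100% = isoproterenol alone without NPY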
#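 Material: HEK293 Y1/CNG channel cell line; also added: NPY (25 nM), isoproterenol (1 µM), Ro 20-1724 (25 µM); doses: one concentration, 3.6 µM, in 0.4% DMSO; schedule: compound incubation 1 h at room temperature, readout 45 min post-stimulation; technique: membrane potential fluorescence; measure: fluorescence ratio normalized to % inhibition between controls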
# EP2 mod = EP2 receptor modulators, cAMP readout, primary screen, cell-based, HTRF cAMP, PGE2 stimulation; actives 0.83% (n = 260,000); Prostaglandin E2 receptor EP2 subtype (Homo sapiens), P43116; induction, % at 25 µM; EP2-expressing cells, cAMP HTRF FRET, PGE2 co-stimulation;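 active means compounds whose cAMP rise, as percent of the full-agonist control response, exceeds 60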;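 further: rat C6 glioma line stably carrying human EP2 under a CMV promoter; the protocol text gives 20 µM as final concentration; 100% = response of wells given 1 µM PGE2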
# Target sequence (P43116 whole entry, looked up): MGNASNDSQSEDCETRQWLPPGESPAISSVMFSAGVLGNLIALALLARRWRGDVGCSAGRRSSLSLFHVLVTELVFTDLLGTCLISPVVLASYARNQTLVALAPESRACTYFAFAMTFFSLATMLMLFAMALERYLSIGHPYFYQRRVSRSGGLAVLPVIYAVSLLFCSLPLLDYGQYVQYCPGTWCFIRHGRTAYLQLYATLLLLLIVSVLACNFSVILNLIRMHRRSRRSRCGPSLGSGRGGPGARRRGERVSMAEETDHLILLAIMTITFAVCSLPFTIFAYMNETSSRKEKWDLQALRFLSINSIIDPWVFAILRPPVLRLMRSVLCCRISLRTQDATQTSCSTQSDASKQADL
# NPY1 pot ag = NPY-Y1 receptor potentiators or agonists, primary screen, cell-based. activation, % at 3.6 µM. actives 0.37% (n = 220,000). Neuropeptide Y receptor type 1 (Homo sapiens), P25929. AID 1304, 2008. NPY-Y1 expressing cells, potentiator/agonist activation; in the data active means activation above about 33%, passing the limit was not always enough;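 further: cells stimulated with NPY at EC10 then isoproterenol at EC100; 0% = low agonist plus stimulus and 100% = saturating agonist plus stimulus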
# 14-3-3 Bad PPI = inhibitors of 14-3-3 zeta/Bad binding, primary screen, biochemical, TR-FRET, bovine 14-3-3 zeta; inhibition, % at 21.7 µM; 14-3-3 protein zeta/delta (Bos taurus), P63103; actives 0.71% (n = 220,000); TR-FRET 14-3-3zeta/Dy647-pBad peptide displacement, 1 h;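 active means inhibition above about 70%, limit read from the data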;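 further: 0% = full 14-3-3 plus peptide FRET controls and 100% = background without 14-3-3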
# EP2 antag = human EP2 receptor antagonists, primary screen, TR-FRET cAMP, C6 glioma cells; inhibition, % at 25 µM; C6 glioma cells expressing human EP2; cells stimulated with saturating PGE2; actives 0.52% (n = 260,000);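 active means percent inhibition above 40 after rounding to a whole number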;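 further: rat C6 glioma host cells with rolipram phosphodiesterase inhibitor present; the protocol text gives 20 µM as final concentration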
# Starred values were filed as active, the others as inactive; x = no result given; & = joins results of further samples; [ ] = another dose, or the depositor's remark.
SMILES,TRPN1 ag,TRPML3 agonist,CHOP inh,PPC-1+TRAIL kill,NPY-Y1 antag,EP2 mod,NPY1 pot ag,14-3-3 Bad PPI,EP2 antag
Cn1c(=O)c2c(nc(SCCN3CCOCC3)n2Cc2ccccc2Cl)n(C)c1=O,1.2,-0.8,29,-5,-3,6,-25,12,11
COCCN(Cc1cc2cc3c(cc2nc1Cl)OCO3)C(C)=O,-0.7,1.7,-9,x,-1,21,-4,2,9
COc1ccc(CC(=O)Nc2c3c(nn2-c2cccc(C)c2C)CS(=O)C3)cc1OC (configuration not stated),1.7,0.2,3,6,-3,20,2,-14[fluorescence artefact?],9
CC(C)c1ccc(NC(=O)C2C3C=CC4(CN(Cc5cccnc5)C(=O)C24)O3)cc1 (configuration not stated),0.9,0.4,5,13,1,11,26,35,8
Cc1cc(N/N=C/c2ccc(O)cc2O)nc(-n2nc(C)cc2C)n1,0.0,-0.3,-14,55*,0,-15,11,-1,4
O=C(Nc1ccc(C(=O)N2CCCC2)cc1)c1ccccc1[N+](=O)[O-],0.3,0.4,12,8,0,-26,20,-3,6
COc1ccc(CC(=O)Nc2ccc(S(=O)(=O)N(C)C)cc2)cc1OC,1.2,1.3,27,5,2,-18,30,5,12
COc1ccc(-c2cc(-c3ccccc3)c(C#N)c(SCC(=O)Nc3ncc(C)s3)n2)cc1,-0.7,0.8,25,15,1,8,-4,-90,21
O=C(O)CCC(=O)Nc1ccc(Sc2ccc([N+](=O)[O-])cc2)cc1,0.7,0.6,14,-11,6,-56,2,-13,7
CCc1nnc(NC(=O)c2sc3nc(C)cc(COC)c3c2N)s1,-1.1,0.6,-32,17,-2,-10,8,-12,5
Cc1ccc(-c2csc3nc4c5ccccc5c(NCCCN5CCOCC5)nn4c(=O)c23)cc1,0.5,0.9,11,37,-6,-26,-5,47,18
COc1ccc(NC(=O)CSC2CCCCC2)cc1,-1.3,-0.8,5,9,-4,-39,-15,-10[fluorescence artefact?],6
CC(C)=C1C2CCC1C(C(=O)Nc1sc(C)c(-c3ccc(C(C)C)cc3)c1C(N)=O)C2C(=O)O (configuration not stated),-1.6,0.3,103*,5,4,27,3,-13,5
COc1cc(OC)cc(C(=O)Nc2nnc(NC(=S)Nc3ccccc3)s2)c1,1.2,0.6,108*,13,-3,-55,11,23[fluorescence artefact?],27
O=C(NCC1CCCO1)/C(=C\c1ccccc1)NC(=O)c1ccccc1 (configuration not stated),1.2,0.9,21,14,4,10,2,-8,10
COc1ccc(CNC(=O)Nc2cccc(C(F)(F)F)c2)cc1OC,-1.3,-0.1,16,11,8,-1,-7,3,5
CCC(C)NC(=O)CSc1nc2ccc(N3CCOCC3)cc2c(=O)n1CCc1ccccc1 (configuration not stated),-0.3,0.2,26,3,-4,-6,12,4,x
CC(=O)C1(C)N(O)C(C)(C)C(c2ccco2)=[N+]1[O-] (configuration not stated),0.7,0.8,-8,-10,9,13,9,0,10
Cc1ccc(CNC(=O)CSc2nc3n[nH]c(C)c3c(=N)n2-c2cccc(C)c2)cc1,-2.8,-0.6,66,3,4,-10,-7,-5,8
C#CCOCCOCCOCCNc1nc(N2CCN(C(=O)[C@H](CCC(=O)O)n3cc(C(N)CO)nn3)CC2)nc(N2CCN(C(=O)[C@H](CCCCN)n3cc(C(N)CC(C)C)nn3)CC2)n1 (some centres not stated),x,x,-23,1,x,25,x,7,-7
CCCn1c(SCC(=O)N2CCc3ccccc32)nnc1-c1ccncc1,1.0,-0.2,25,19,4,22,-10,-4,14
CC(=O)Nc1ccc(Oc2ccc(-c3noc(C)n3)cc2)cc1,2.7,1.2,29,19,-4,-14,3,1,13
COC(=O)C1=C(C(=O)OC)[C@@H]2N(Cc3ccccc3)c3ccccc3[C@@]23C[C@@H](C(=O)OC)N(C(=O)c2cccs2)C3=N1,x,x,39,5,x,21,x,-2,8
COc1cc(/C=N/O)cc(Br)c1OS(=O)(=O)c1ccc(C)cc1,-0.6,-0.2,18,-12,1,-27,-6,-10,16
CCc1ccccc1NC(=O)c1cccc(Oc2ccc([N+](=O)[O-])cc2Cl)c1,-0.7,0.6,40,-3,8,11,5,-5[fluorescence artefact?],7
CNC(=O)/C(C#N)=C/c1c(N(Cc2ccccc2)Cc2ccccc2)nc2c(C)cccn2c1=O,4.4,1.6,36,6,6,3,-15,15[fluorescence artefact?],5
O=C1NC(=S)/C(=C\c2ccc(-c3ccccc3Cl)o2)S1,3.5,2.8,69,23,-7,39,8,-33[fluorescence artefact?],18
COc1ccc(C(=O)N2CCC(n3nnc4cc(F)ccc43)CC2)cc1OC,0.7,0.2,1,15,-4,-16,12,-16,5
Cc1ccc(Oc2ncccc2N)c2c1CCC2,-0.2,0.1,15,11,x,10,5,-2,3
N#CC1=C(N)OC2=C(CCC/C2=C/c2ccoc2)C1c1ccoc1 (configuration not stated),1.8,0.3,-26,-16,4,-1,11,-3[fluorescence artefact?],12
CCn1c(C)nc2cc(S(=O)(=O)C(F)(F)F)ccc21,2.9,1.4,-32,21,0,-15,10,-1,-1
COC(=O)CSc1nc(SCc2ccc(C)cc2)nc2c1CCCC2,-0.3,0.8,-20,12,10,49,-17,14,9
Cc1ccnc(NC(c2cccnc2)c2ccc3cccnc3c2O)c1 (configuration not stated),0.5,0.1,-24,-3,5,24,6,-4,7
Cc1cc(NC(=O)c2ccccc2Cl)n(C(C)(C)C)n1,0.5,0.7,-6,-8,x,9,-5,-12,14
Cc1cc(C)nc(SCC(=O)Nc2ncc(C(F)(F)F)cc2Cl)n1,-0.2,0.2,21,6,1,3,-1,-5,12
CCOC(=O)Cc1csc(NS(=O)(=O)c2ccc(Cl)cc2)n1,1.6,0.1,11,12,9,22,-35,9,7
COc1ccc(/C=N/NC(=O)CCn2cnc(-c3ccccc3)c2-c2ccccc2)cc1OC,-0.6,-0.9,9,12,12,11,-62,13,6
Oc1cccc(C(=S)N2CCCCC2)c1,0.6,0.5,11,6,0,34,11,-15,4
COc1ccc(C(=O)Cn2nnc(-c3ccc(N4CCOCC4)cc3)n2)cc1OC,2.2,0.6,8,2,2,-7&-13,1,-6,-2&12
COc1cc(SC)ccc1C(=O)NC1CCCCC1,-0.7,0.0,55,16,2,26,-9,4,9

# Two records picked at random from those above, as already listed:
SMILES,TRPN1 ag,TRPML3 agonist,CHOP inh,PPC-1+TRAIL kill,NPY-Y1 antag,EP2 mod,NPY1 pot ag,14-3-3 Bad PPI,EP2 antag
CCOC(=O)Cc1csc(NS(=O)(=O)c2ccc(Cl)cc2)n1,1.6,0.1,11,12,9,22,-35,9,7
COc1cc(SC)ccc1C(=O)NC1CCCCC1,-0.7,0.0,55,16,2,26,-9,4,9

# (next part)
SMILES,TRPN1 ag,TRPML3 agonist,CHOP inh,PPC-1+TRAIL kill,NPY-Y1 antag,EP2 mod,NPY1 pot ag,14-3-3 Bad PPI,EP2 antag
CCOC(=O)c1nnn(-c2nonc2-c2ccccc2)c1C,-1.6,-1.2,10,-2,2,0,5,x,2
NC(=O)N=Nc1c2[nH]c3ccccc3nc-2c2ccccc12,0.2,0.2,32,12,x,3,18,-6,10
CCCCNC(=O)CCSc1ccc(C)cc1,-2.4,-0.1,-6,-17,9,-26,-8,27[fluorescence artefact?],5
CC(C)(C)CC(C)(C)Nc1c(-c2ccc(O)cc2)nc2cnccn12,-0.3,0.1,x,x,1,x,-26,x,12
Cc1cc(C)n2c(Br)c(CSc3nc4ccccc4o3)nc2n1,-1.1,-0.6,11,10,11,13,-21,12,5
CCOc1ccc(/C=N/OCC(=O)NCc2ccco2)cc1,-2.1,-1.8,-3,8,-4,-8,1,-3,15
O=C(CCC1N=C2c3ccccc3N=C(SCC(=O)NCc3ccco3)N2C1=O)NCc1ccco1 (configuration not stated),1.0,0.4,-5,16,2,10,18,-1,5
O=C(CCCn1nnc2ccccc2c1=O)N[C@H](C(=O)O)c1ccccc1,1.5,0.8,-8,-1,x,-3,-5,0,8
Cc1ccc(C(=O)N2CC(=O)Nc3ccc(F)cc3C2c2ccc(F)cc2)cc1[N+](=O)[O-] (configuration not stated),4.8,-0.1,20,4,2,16,-14,11,8
COC(=O)c1ccc(NC(=O)CN2C(=O)C3C4C=CC(C4)C3C2=O)cc1 (configuration not stated),1.8,1.2,0,7,23*,23,16,13,6
COc1cc(Br)cc(CNc2ccc(F)c([N+](=O)[O-])c2)c1O,-0.1,0.5,-12,-11,7,-37,-12,-13,8
CC(NC(=O)Nc1ccccc1O)(C(F)(F)F)C(F)(F)F,2.4,0.4,28,8,0,8,-9,-13,5
CCOC(=O)/C(=C/c1ccc(OC(=O)c2ccncc2)cc1)C(C)=O,0.6,0.0,-37,9,-1,-15,0,-3,9
Cc1[nH]n(-c2ccc([N+](=O)[O-])cc2)c(=O)c1C=NCCN1CCN(C(=O)c2ccccc2)CC1,-0.6,1.0,18,25,2,-13,-26,-1[fluorescence artefact?],7
CC(C)C(=O)Nc1ccc(C(=O)Nc2ccc(Br)cc2F)cc1,1.4,1.4,56,31,-5,-17,-10,-7,3
CCOC(=O)C1CCCN(C(=O)c2ccc(CS(=O)(=O)c3ccc(Br)cc3)o2)C1 (configuration not stated),1.7,-0.3,-10,12,6,-1,6,0,17
Cn1c(=O)n(C)c2cc(S(=O)(=O)N3CCN(c4ccccc4)CC3)ccc21,-1.7,0.9,-3,9,x,-34,-3,3,10
CCCC(=O)N(Cc1cc2cccc(C)c2[nH]c1=O)c1ccccc1OC,5.0,0.8,24,29,2,34,1,7[fluorescence artefact?],0
CC(NC(=O)COC(=O)Cc1ccsc1)C1CC2CCC1C2 (configuration not stated),0.4,-0.4,-13,19,-2,-9,0,1,4
Cc1[nH]c(=O)c(C#N)c2c1COC(C)(C)C2,-0.9,0.2,0,-11,1,-9,9,2,7
Cc1cccc(N2CCN(CC(=O)NCC3CCCCC3)CC2)c1C,-1.1,-0.6,76*,12,14,2,-29,31,2

# Individual results from the list.
# `CCOC(=O)/C(=C/c1ccc(OC(=O)c2ccncc2)cc1)C(C)=O` – PPC-1+TRAIL kill: 9
# `Cc1cccc(N2CCN(CC(=O)NCC3CCCCC3)CC2)c1C` – NPY1 pot ag: -29

# This is a subset; count on the stated rates, not on these rows.
